# WT yeast gro inh: growth inhibition of WT yeast, mitochondrial fusion screen | inhibition, % at 10 µM | 190,000 tested, 2.1% active | mitochondrial fusion phenotypic screen, WT strain; in the data active means inhibition above about 58%; tested in S. cerevisiae
# Autophagy HCS: autophagy modulation, high-content screen; MEF GFP-LC3 puncta imaging; test concentration mostly 10 µM; calls only at 10 µM (by protocol); 190,000 tested, 0.98% active; AID 463193;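 active means percentage of spot-positive cells more than 3 SD above its plate mean, without a fluorescence outlier flag or 80% toxicity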;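 further: spot-positive cell cutoff set from DMSO-treated cells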
# HIV fusion peptide: cell-free HIV fusion peptide-binding blockers – biochemical, uHTS, fluorescence dequenching, primary screen (AID 1986); cell-free peptide binding, fluorescence dequenching, 30 min; higher % means a stronger effect; inhibition, % at 20 µM; hits with a dose series show IC50 in µM; 290,000 tested, 0.3% active; in the data active means inhibition mostly above about 52%, no sharp cut-off; inactive means mostly below about 76%; further: some results filed as inactive read as strong as hits
# Yfh1-off respiration: enhancers of respiration in Yfh1-depleted yeast, dose response, Friedreich's ataxia, plus single-dose screen (AID 1465). 220,000 tested, 0.074% active. fold induction at 50 µM; hits with a dose series show EC50 in µM. S. cerevisiae Yfh1-off respiration, WST-1 reduction, 72 h; higher fold induction means a stronger effect;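 active means fold induction of absorbance versus untreated yeast above a set limit, then at least 30% activation at any dose in follow-up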;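 further: activators that raise dye reduction in frataxin-depleted yeast; strong numbers were not always called active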
# bCat nuc transl: alters nuclear translocation of beta-catenin in HeLa cells. 190,000 tested, 0.3% active. AID 1665. nuclear translocation activity, % at 5 µM. immunofluorescence imaging;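 active means nuclear translocation activity above 50% at 5 µM, with a well cell count of 50 or more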;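 further: per-cell ratio of nuclear to cytoplasmic median beta-catenin stain intensity; plate controls were DMSO negative control for no effect and GSK-3 inhibitor IX positive control for full effect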
#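 Test system: human HeLa cells, native beta-catenin. Compound dosing: 5 µM primary single dose, 0.1% DMSO, 0.02–20 µM confirmation series. Incubation: compound exposure 24 h at 37°C. Detection: beta-catenin immunostaining with DAPI counterstain, 20x imaging, 6 fields/well. Read-out basis: Nuclear/cytoplasmic beta-catenin signal ratio, % activation.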
# MT stabilizer: stabilizes microtubules in HeLa cells | AID 2205 | % tubulin-high responders, % at 10 µM | 200,000 tested, 0.83% active | HeLa tubulin immunostaining HCS, 24 h; share of cells brighter than vehicle mean+2SD;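 active means plate Z-score above 3 for both tubulin-high and condensed-nucleus cell shares, with cell loss under 80%, at 10 µM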;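 further: anti alpha tubulin signal scored within the nucleus-defined area of each cell; some results filed as inactive read as strong as hits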
# Ins promoter up: MIN6 insulin promoter up-regulation; z-score at 5 µM; 190,000 tested, 0.3% active; AID 1625; MIN6 insulin promoter-GFP reporter, high-content imaging; hits give high values;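 active means z-score above 3 at 5 µM with at least 500 cells counted in the well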
# Dynein cargo inh: blocks dynein driven cargo transport along microtubules; 3617.4 mouse cells, GR-EGFP nuclear translocation imaging; test concentration mostly 20 µM; stimulated with dexamethasone, 1 µM; hits give low values; z-score, hits read low; 220,000 tested, 0.47% active; AID 1381;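 active means plate z-score of nuclear minus cytoplasmic receptor signal below a set negative limit, without overly bright fluorescence or cell loss, cut at about -3.5 in these data, passing the limit was not always enough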;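 further: z-score of nuclear minus cytoplasmic ring GR-EGFP intensity difference per well; some compounds called inactive have numbers as strong as hits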
#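 Medium: Induction medium lacking tetracycline, stripped serum | Probe or stimulus: 1.0 µM final dexamethasone stimulus | Schedule: 48 h induction, then 1 h compound, then 30 min agonist, 37 °C | Signal: Automated 10x imaging of fixed Hoechst-stained cells | Evaluation: Per-cell GR-EGFP intensity, nucleus versus surrounding cytoplasmic ring, well-averaged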
# AID2073: disruptors of CaV2.2 binding to Mint1 – biochemical, HTRF (AID 2073); 290,000 tested, 0.19% active; HTRF protein-protein interaction, Mint1-CaV2.2; higher % means a stronger effect; inhibition, % at 20 µM, or IC50 in µM where a hit was titrated; in the data active means inhibition mostly above about 51%, no sharp cut-off; further: some results filed as inactive read as strong as hits
# WT yeast gro inh mutant strain: further read-out of WT yeast gro inh, marked with its call; inhibition, %; mitochondrial fusion phenotypic screen, mutant strain inhibition
# Dynein cargo inh cytoplasmic EGFP: also measured in Dynein cargo inh; calls as there; z-score; measured here: cytoplasmic GR-EGFP intensity; hits give high values
# Dynein cargo inh nuclear GR-EGFP: recorded beside Dynein cargo inh, whose call it bears; z-score; measured here: nuclear GR-EGFP intensity;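 lower value marks the stronger effect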
# Dynein cargo inh cell count: further read-out of Dynein cargo inh, marked with its call; z-score; measured here: cell count per field
# Ins promoter up cell count: recorded beside Ins promoter up, whose call it bears; cell count; measured here: cytotoxicity, nuclei count;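 total cells summed across four imaged fields per well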
# bCat nuc transl cell count 5 µM: also measured in bCat nuc transl; calls as there; cell count; measured here: cell count, cytotoxicity flag
# MT stabilizer Hoechst-high %: second read-out of MT stabilizer, no call of its own (marks repeat the call); % Hoechst-high responders; measured here: nuclear condensation Hoechst responders;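 share of cells brighter than vehicle mean plus two SD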
# MT stabilizer cytotoxicity %: further read-out of MT stabilizer, marked with its call; toxicity, %; measured here: cytotoxicity by cell density;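 0% = mean cell density of plate MIN control wells and 100% = no cells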
# Autophagy HCS cell loss 18 h: second read-out of Autophagy HCS, no call of its own (marks repeat the call); toxicity, %; measured here: cell loss, nuclei count;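 cell loss after 18 h compound exposure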
# An asterisk follows results filed as active; i = inactive; x = not tested or not shown.
SMILES,WT yeast gro inh,WT yeast gro inh mutant strain,Autophagy HCS,Autophagy HCS cell loss 18 h,HIV fusion peptide,Yfh1-off respiration,bCat nuc transl,bCat nuc transl cell count 5 µM,MT stabilizer,MT stabilizer Hoechst-high %,MT stabilizer cytotoxicity %,Ins promoter up,Ins promoter up cell count,Dynein cargo inh,Dynein cargo inh cytoplasmic EGFP,Dynein cargo inh nuclear GR-EGFP,Dynein cargo inh cell count,AID2073
O=C(O)CCCCCNS(=O)(=O)c1ccc2c(c1)OCCO2,-19,-3,i,-4,-1.5%,i,1.1,903,3.0,2.7,4.6,-0.32,1424,-0.28,-0.27,0.37,-0.43,14%
CCC(C)NCCOCCOc1ccc(Cl)cc1Br (stereo not drawn),36,47,i,24,-1.2%,i,2.5,865,3.7,2.8,5.7,0.28,1771,1.7,-0.25,1.6,-1.8,-9%
NNC(=O)c1ccc(CN2CCCCC2)o1,18,-17,i,12,0.0%,i,-0.7,1144,3.8,2.1,3.1,0.01,1329,1.8,-0.18,0.82,-0.4,-6%
O=C1CSC(c2ccccc2)N1c1cccnc1 (stereo not drawn),x,x,x,x,0.3%,i,-2.2,1147,x,x,x,0.11,1401,0.065,-0.24,-0.16,0.14,14%
Cn1c(N)c(C(=O)CSc2nc3ccccc3c(=O)n2Cc2ccccc2)c(=O)n(C)c1=O,x,x,x,x,-0.2%,i,0.0,1365,x,x,x,-0.41,1356,0.52,-0.24,-0.029,-0.18,62%
CCCC(=O)NCCCc1nc2ccccc2n1CC,5,5,i,7,4.8%,i,-0.1,1112,4.1,2.3,4.2,0.63,1786,2.2,0.03,1.8,-1,7%
Cn1ccs/c1=N\S(=O)(=O)c1ccc(F)cc1,-16,-17,i,-6,-0.3%,i,-1.2,1100,1.3,1.4,3.4,0.7,786,-0.61,-0.17,-0.068,-0.11,19%
Cc1cc(C)c(N(CC(=O)NC(C)(C)C)C(=O)CNC(=O)c2cccs2)c(C)c1,0,-7,i,20,2.0%,i,0.2,1503,2.7,2.8,14,0.06,1505,-1,-0.31,-0.25,1.4,21%
Cc1nnc(NC(=O)CSc2nnc(CCc3nc4ccccc4[nH]3)n2C)s1,-2,3,i,12,-2.2%,i,-2.9,966,4.4,3.6,8.2,x,x,0.14,-0.28,-0.03,0.35,1%
C/C(CC(=O)N1CCCC1)=N\NC(=O)c1cc2ccccc2cc1O,x,x,x,x,30%,i,-0.1,1296,x,x,x,0.62,911,0.64,-0.29,0.16,0.6,27%
Cn1c(NCCCN2CCOCC2)nc2c1c(=O)n(Cc1ccc(Cl)cc1)c(=O)n2C,19,4,i,10,-4.0%,i,-3.4,996,2.2,2.5,16,-0.14,1045,0.3,-0.25,0.17,0.32,-7%
COc1ccc(S(=O)(=O)N(C)CC(=O)Nc2cccc(C(C)=O)c2)cc1,3,-38,i,0,-1.3%,i,x,x,2.8,2.3,4.9,x,x,1.3,-0.22,0.71,-0.78,-2%
NS(=O)(=O)c1cc(C(=O)N2CCc3ccccc32)c(Cl)cc1Cl,5,-5,i,-6,0.3%,i,3.8,975,1.4,1.6,4.5,0.35,946,-0.1,0.38,0.46,-0.33,-12%
Cc1ccnc(SCc2nc3ccccc3s2)n1,5,-2,i,-35,2.6%,i,-1.9,1171,1.9,1.4,18,0.5,906,0.39,-0.21,0.56,0.28,-12%
O=C(c1ccc([N+](=O)[O-])cc1)N(C1=NCCCCS1)c1ccccc1,5,-1,i,-5,0.0%,i,-0.3,1104,1.6,1.7,3.4,0.13,943,-0.82,-0.21,-0.11,0.27,0%
CCOC(=O)Cc1csc(N/C(=N/S(=O)(=O)c2cc(Br)ccc2OCC)c2ccccc2)n1,-11,-9,i,5,13%,i,-1.7,1086,4.2,1.4,2.8,0.42,1438,-0.37,-0.17,0.2,0.053,11%
CSc1ccccc1C(=O)NCCOc1cccc(C)c1,-11,5,i,0,-0.5%,i,-3.3,1093,4.8,1.9,9.5,0.04,1376,-0.15,-0.23,0.46,0.06,2%
FC(F)(F)c1cnc(-c2cnc(-c3cccnc3)nc2)c(Cl)c1,8,12,i,-4,-1.1%,i,1.2,1205,1.9,2.5,4.8,-0.82,1309,-0.87,-0.18,-0.5,0.76,2%
Cc1cc(N2CCc3ccccc32)n2ncnc2n1,x,x,i,5,x,i,x,x,3.0,2.8,8.6,x,x,2.5,-0.22,1.3,-1.8,x
CCc1nnc(NC(=O)CSc2nc3cc(OC)ccc3cc2C)s1,-2,-18,i,28,3.5%,i,x,x,4.5,1.5,5.9,0.18,1311,0.34,-0.17,0.4,-0.23,38%
COc1ccc(C)cc1NC(=O)CNc1ccc(C(C)=O)cc1,-2,2,i,-9,0.7%,i,1.3,1073,4.8,2.7,2.4,x,x,0.54,-0.39,0.084,1.3,0%
COc1ccc(S(=O)(=O)C(C#N)c2nc3ccccc3nc2N2CCC(C)CC2)cc1 (stereo not drawn),13,7,x,x,0.8%,i,-5.3,722,x,x,x,0.93,1392,x,x,x,x,-17%
Cc1cc(NC(=O)CCC(=O)N(CC(=O)NC2CCCC2)Cc2cccs2)no1,-16,5,i,-8,-1.0%,i,0.2,1582,3.5,2.6,12,0.59,1680,-0.76,-0.3,-0.59,1.1,49%
CC(C)(C)OC(=O)N[C@@H](Cc1ccccc1)c1nnc(SCC(=O)O)o1,-3,11,i,-55,-2.0%,i,-0.2,1126,2.1,2.4,11,0.37,1267,-0.035,-0.32,0.25,-0.058,-4%
O=C(Nc1ccc(F)c(F)c1)c1ccc(F)c(S(=O)(=O)N2CCC3(CC2)OCCO3)c1,11,11,i,4,-1.4%,i,-1.1,1121,3.6,2.6,8.9,-0.21,1311,-0.62,-0.23,-0.25,0.89,-6%

# New compounds follow:
SMILES,WT yeast gro inh,WT yeast gro inh mutant strain,Autophagy HCS,Autophagy HCS cell loss 18 h,HIV fusion peptide,Yfh1-off respiration,bCat nuc transl,bCat nuc transl cell count 5 µM,MT stabilizer,MT stabilizer Hoechst-high %,MT stabilizer cytotoxicity %,Ins promoter up,Ins promoter up cell count,Dynein cargo inh,Dynein cargo inh cytoplasmic EGFP,Dynein cargo inh nuclear GR-EGFP,Dynein cargo inh cell count,AID2073
Cc1cc(C)nc(SCc2nnc(SCC(=O)OC3CCCCC3)o2)n1,-3,-14,i,4,3.8%,i,3.0,819,4.6,2.0,4.5,0.85,1231,-0.27,-0.22,0.18,0.51,-6%
CCn1ncc(Br)c1C(=O)Nc1ccccc1OC,-21,-5,i,2,3.6%,i,x,x,2.6,2.4,4.3,-0.3,1263,0.13,-0.28,-0.22,0.92,-5%
COc1cc(OC)c(NC(=O)CCNS(=O)(=O)c2ccc3c(c2)oc(=O)n3C)cc1Cl,-9,-20,i,0,-0.5%,i,-2.0,1116,2.2,1.8,9.8,0.62,1343,-0.66,-0.19,-0.3,0.22,-2%
CCS(=O)(=O)NCC(c1cccnc1)N1CCN(c2ccccc2OC)CC1 (stereo not drawn),7,9,i,-7,4.3%,i,-1.1,960,1.7,1.7,5.5,1.2,1766,-0.6,-0.21,-0.11,0.91,15%
CCCOC(=O)c1cc(NC(=O)/C=C/c2ccccc2)ccc1O,45,14,i,-6,0.2%,i,0.2,1077,1.5,1.4,3.0,-0.02,1412,-0.1,-0.23,0.19,0.048,1%
COc1ccc(CCC(=O)O)cc1OC,x,x,x,x,1.6%,i,0.6,1289,x,x,x,0.33,1102,0.76,-0.068,0.41,-0.49,6%
COCCNc1nc(-c2cc(C)c(C)cc2C)cs1,18,20,i,11,1.3%,i,-1.4,1062,3.4,1.8,5.2,0.67,1625,-0.27,-0.28,-0.031,0.58,-10%
CN(C)S(=O)(=O)c1cccc(NC(=O)c2cc(=O)[nH]c3ccccc23)c1,4,-1,i,16,0.8%,i,0.3,1581,2.7,3.9,8.2,-0.26,1447,1.4,-0.052,1.3,-1.9,6%
COc1cc(C(C[N+](=O)[O-])c2c(N)n(C)c(=O)n(C)c2=O)ccc1O (stereo not drawn),-2,10,i,-2,-3.0%,i,-2.9,1067,2.0,2.5,3.8,0.05,1168,-1.6,0.41,-0.91,-0.96,4%
COc1ccccc1Oc1c(C)oc2c(CN3CCOCC3)c(O)ccc2c1=O,x,x,x,x,-1.8%,i,-1.0,1360,x,x,x,-0.06,1006,-0.51,-0.25,-0.31,0.61,33%
O=C(CCc1nc2ccccc2c(=O)[nH]1)Nc1ccc(Cl)c(Cl)c1,-4,-10,i,-21,7.5%,i,-2.7,542,1.3,3.5,7.1,-0.17,1407,-0.68,1.1,-0.33,0.7,11%
COc1ccc(C2CC(C(F)(F)F)n3ncc(C(=O)Nc4c(C)n(C)n(-c5ccccc5)c4=O)c3N2)cc1 (stereo not drawn),-22,-2,i,2,1.5%,i,2.0,959,3.1,1.5,4.9,x,x,-0.74,-0.26,-0.76,0.75,0%
Cc1ccc(Cl)cc1N1CCN(S(=O)(=O)c2ccc3[nH]c(=O)c(=O)[nH]c3c2)CC1,-2,-1,i,5,13%,i,-0.3,1124,2.9,2.3,10,x,x,0.58,-0.25,0.33,0.26,13%
COCc1nnc(NC(=O)c2sc3ccccc3c2Cl)s1,24,6,i,0,5.7%,i,-3.2,1113,3.3,3.5,4.0,0.66,1256,-0.44,-0.23,-0.32,0.53,11%

# Looked up above:
# Value for COc1cc(OC)c(NC(=O)CCNS(=O)(=O)c2ccc3c(c2)oc(=O)n3C)cc1Cl in WT yeast gro inh mutant strain: -20
# Value for CCCOC(=O)c1cc(NC(=O)/C=C/c2ccccc2)ccc1O in Dynein cargo inh: -0.1

# Screening results deposited in PubChem BioAssay by several laboratories.
